# Screening results from PubChem.
# cytoskel mod: modifiers of F-actin cytoskeleton organization, primary screen, imaging, HUVEC, phalloidin staining, high-content imaging. inhibition, % at 2 µM. HUVEC TNFa F-actin phalloidin imaging. 0.18% of 91,000 active. AID 836, 2007;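 active means inhibition above the batch mean plus 3 SD and confirmed as a hit by visual image inspection, cut at about 30% in these data, passing the limit was not always enough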; further: strong numbers were not always called active
# ERa coact inh: ERα–SRC-1 coactivator interaction inhibitors, primary screen, biochemical, TR-FRET, ERα LBD, estradiol-bound; Estrogen receptor (Homo sapiens), P03372; TR-FRET ER-alpha LBD / SRC-1 peptide; inhibition, % at 25.6 µM; 1.7% of 86,000 active; AID 629, 2007; in the data active means inhibition above about 50%;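 further: 0% = receptor plus peptide control and 100% = peptide only without receptor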
# VCAM1 TNFa inh: inhibitors of TNFa-induced VCAM1 expression, primary screen, imaging, HUVEC, TNFa stimulus, immunofluorescence | HUVEC TNFa-induced VCAM-1 immunofluorescence, high-content imaging | inhibition, % at 2 µM | 0.48% of 95,000 active | AID 802, 2007;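 active means inhibition above the batch mean plus 3 SD, with images confirmed as a hit by eye, cut at about 37% in these data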;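 further: 0% = TNF-stimulated DMSO wells and 100% = unstimulated control wells; not every result past the cut was called active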
# PTPN22 act: LYP phosphatase activators, primary screen, biochemical, DiFMUP fluorescence, 2 µM | Tyrosine-protein phosphatase non-receptor type 22 (Homo sapiens), Q9Y2R2 | recombinant LYP; 0 = plate median, 100 = signal doubled | activation, % at 2 µM | 0.11% of 96,000 active | AID 697, 2007;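 active means activation at 2 µM above a set limit, the mean plus 5 SD, cut at about 37% in these data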
# FAK inh: FAK kinase inhibitors, primary screen, biochemical; Focal adhesion kinase 1 (Homo sapiens), Q05397; biochemical FAK kinase activity assay; inhibition, %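 (tested at 7 µM)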; 0.84% of 97,000 active; in the data active means inhibition above about 19%;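 further: 0% = DMSO and 100% = reference compound high control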
# TNFa cytotox: cytotoxicity in TNFa-stimulated HUVEC, primary screen, cytotoxicity control for VCAM1 expression modulator project, imaging, Hoechst nuclei count; HUVEC TNFalpha-stimulated, Hoechst cell count; cell count reduction, % at 2 µM; 0.17% of 93,000 active; AID 848, 2007;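 active means cell count reduction exceeding the screen mean by over 5 SD, scaled to untreated wells per plate, cut at about 78% in these data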;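 further: cells counted after 24 h of TNF alpha exposure following the 1 h pretreatment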
# LYP inh 2: PTPN22 phosphatase inhibitors, primary screen, biochemical, DiFMUP fluorescence, 2 µM | 0.21% of 96,000 active | inhibition, % at 2 µM | recombinant LYP catalytic domain | Tyrosine-protein phosphatase non-receptor type 22 (Homo sapiens), Q9Y2R2;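 active means inhibition at 2 µM at or above a set limit, the screen mean plus 3 SD, cut at about 24% in these data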;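 further: 0% = DMSO with enzyme and 100% = enzyme fully blocked by orthovanadate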
# Pyk2 oligo antag: antagonists of Pyk2 self-association, primary screen, Q293 cells, FERM NanoBiT luminescence, HTS; stronger effect = lower value; 0.83% of 99,000 active; Protein-tyrosine kinase 2-beta (Homo sapiens), Q14289; z-score (the deposit names both 25 µM and 10 µM);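 active means Z-score of -3 or lower, scaled per plate to the spread of control and sample wells; inactive means z-score above -3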;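 further: negative z-score means lost luminescence so less FERM oligomerization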
# Target sequence (Q14289 whole entry, looked up): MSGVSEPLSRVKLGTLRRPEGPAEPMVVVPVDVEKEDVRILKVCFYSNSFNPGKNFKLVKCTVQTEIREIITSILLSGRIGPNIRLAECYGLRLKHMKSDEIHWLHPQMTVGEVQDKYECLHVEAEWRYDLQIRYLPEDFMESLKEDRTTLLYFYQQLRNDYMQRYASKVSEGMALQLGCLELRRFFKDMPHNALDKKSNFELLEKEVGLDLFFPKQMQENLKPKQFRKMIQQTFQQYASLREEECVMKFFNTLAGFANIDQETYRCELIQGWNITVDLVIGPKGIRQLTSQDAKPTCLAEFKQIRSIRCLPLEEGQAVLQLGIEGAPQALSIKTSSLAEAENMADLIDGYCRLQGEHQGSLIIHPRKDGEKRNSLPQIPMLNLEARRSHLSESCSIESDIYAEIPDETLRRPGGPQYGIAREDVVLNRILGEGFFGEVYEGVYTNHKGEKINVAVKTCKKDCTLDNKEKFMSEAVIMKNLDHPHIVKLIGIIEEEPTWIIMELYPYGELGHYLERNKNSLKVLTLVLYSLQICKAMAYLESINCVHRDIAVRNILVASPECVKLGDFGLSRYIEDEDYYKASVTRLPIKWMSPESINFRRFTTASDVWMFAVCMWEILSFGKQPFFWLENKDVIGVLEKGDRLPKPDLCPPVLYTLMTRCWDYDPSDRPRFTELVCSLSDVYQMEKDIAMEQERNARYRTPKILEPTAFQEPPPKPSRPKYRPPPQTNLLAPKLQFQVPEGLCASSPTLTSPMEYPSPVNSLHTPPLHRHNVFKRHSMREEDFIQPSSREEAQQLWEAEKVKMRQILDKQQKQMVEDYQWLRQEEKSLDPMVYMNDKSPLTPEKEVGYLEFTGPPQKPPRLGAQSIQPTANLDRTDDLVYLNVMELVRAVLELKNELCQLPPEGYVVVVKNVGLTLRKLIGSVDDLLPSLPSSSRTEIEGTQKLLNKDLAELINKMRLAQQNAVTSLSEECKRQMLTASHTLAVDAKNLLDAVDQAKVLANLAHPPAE
# HUVEC tox IL1B: cytotoxicity in IL-1B stimulated HUVEC, primary screen, cytotoxicity control for IL-1B NFkB translocation project, imaging, Hoechst nuclear count, IL-1B stimulus. HUVEC cell count loss. cell count reduction, % at 2 µM. 0.41% of 94,000 active. AID 845, 2007;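 active means cell count reduction more than 3 SD above the screen-wide mean, cut at about 70% in these data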;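 further: normalized per plate to untreated control cells as the no-loss baseline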
# * hit, by the source's call; nt = not tested or not shown; [ ] = remark or other dose.
# Under each structure: cytoskel mod	ERa coact inh	VCAM1 TNFa inh	PTPN22 act	FAK inh	TNFa cytotox	LYP inh 2	Pyk2 oligo antag	HUVEC tox IL1B
COc1ccc(OCCNc2cc(N3CCCCC3)ccc2[N+](=O)[O-])cc1
→ 13	nt	10	0	4	2	2	-0.9	-15
CC(=O)COC(=O)CNC(=O)c1ccc(Br)cc1
→ 12	nt	5	18	1	-30	-19	0.56	-1
Cc1ccc(CNC(=O)c2cccc(S(C)(=O)=O)c2)cc1
→ -6	-3	2	1	-1	0	0	-0.04	-3
CC(C)(C)c1nc2ccccc2c2nnc(SCC(=O)NCc3ccco3)n12
→ -23	3	-2	2	1	-28	0	0.38	12
Cc1cc(C(=O)NCC(=O)O)c(C)o1
→ 5	0[fluorescence artefact?]	-10	0	1	-9	2	0.45	8
O=C(Nc1ccc(N2CCCC2)c(Cl)c1)c1cccnc1
→ 1	-6[fluorescence artefact?]	-4	8	5	-12	-7	-0.1	3
CON(C)c1nc(Oc2ccc(=O)[nH]n2)nc(N(C)C)n1
→ 5	-3	-11	4	2	-23	-2	1.1	31
COc1ccc2nc(NC(=O)CSc3nnc(C)s3)sc2c1
→ nt	nt	0	6	-3	-6	-4	-0.07	7
CNc1nc2[nH]c(=O)c3c(c2s1)OC(N)=C(C#N)C3c1cccc(F)c1 (configuration not stated)
→ -8	nt	11	2	-1	-4	0	-0.87	-40
O=C(CCCCCn1c(=O)[nH]c2ccccc2c1=O)NCCc1c[nH]c2ccccc12
→ -11	-2[fluorescence artefact?]	7	-7	1	-13	9	-0.2	3
Cc1nc2ccccc2c(=O)n1NC(=O)Cc1ccc(Br)cc1
→ 13	7	0	5	2	-33	-9	0.75	-11
CCOc1ccc(C(C#N)N2CCOCC2)cc1OC (configuration not stated)
→ -27	3[fluorescence artefact?]	-2	-1	0	21	-1	-1	11
CCCOc1ccccc1Nc1nnc(C)c(=O)[nH]1
→ -12	-20	10	8	0	6	-9	-0.16	-7
Oc1ccc(-c2nc3ncccn3c2Nc2ccc3c(c2)OCCO3)cc1
→ -12	-9	6	4	1	8	-2	0.28	-5
CCCCN(C(=O)Nc1ccc(OCC)cc1)C1CCN(C(C)=O)CC1
→ -7	4[fluorescence artefact?]	10	4	-1	-9	-2	0.71	-16
CC(C)NC(NC(=O)Cc1ccccc1)C(Cl)(Cl)Cl (configuration not stated)
→ 25	nt	1	1	-4	3	2	0.38	7
CCN(C(=O)c1coc(=O)c2ccccc12)c1cc(OC)ccc1OC
→ -10	-1[fluorescence artefact?]	20	0	18	-24	-2	-0.63	12
CCCC(C)(C)NC(=O)CCCCC(=O)NC(C)(C)CCC
→ -29	-1	3	1	-1	2	-2	0.04	8
N#CCCn1c(Cl)nc2ccccc21
→ -30	1	13	-7	5	-16	5	-0.94	22
CCOC(=O)Cn1c(=O)c(-c2ccccc2NC)nc2ccccc21
→ -24	3	8	0	1	4	0	0.24	-4
CC(=O)OC[C@H]1O[C@@H](n2ccc(=O)[nH]c2=S)C(OC(C)=O)C1OC(C)=O (some centres not stated)
→ 18	-2	10	9	4	-17	-12	1	-17
CCOC(=O)c1cnc(-n2nc(C)cc2C)nc1NCCc1ccccc1
→ 19	-6	-5	-12	4	-29	10	-0.98	-2
CCN1CCN(C(C)C(=O)Nc2c(C)n(C)n(-c3ccccc3)c2=O)CC1 (configuration not stated)
→ 17	-1	-2	-7	1	-5	10	0.51	-12
Cc1ccc(-n2ncc3c(=O)n(CC(=O)OCc4ccccc4)cnc32)cc1
→ -8	9[fluorescence artefact?]	15	-4	-6	-11	4	0.84	-15
COc1cccc(-c2nc(-c3ccc(NC(=O)c4cccs4)cc3)no2)c1
→ -3	nt	3	7	-5	-34	-2	-0.93	-4
CC(C)(C)c1cc(C(=O)Nc2cccc3ccccc23)ccn1
→ 9	-10	25	0	1	0	2	-0.21	-8
Cn1c(Cl)c(C(=O)Nc2ccccc2)c2ccccc21
→ 13	nt	-9	4	-3	-13	-1	-0.49	-8
CC(C)(C)c1ccc(C(=O)N2CCC(C(=O)NCC3CCCO3)CC2)cc1 (configuration not stated)
→ 3	-5	2	2	-1	-4	-2	-0.08	-20
COC(=O)c1nn(-c2ccc3c(c2)CCN3C(C)=O)cc1O
→ 3	-4	-11	7	0	4	-5	0.38	-15
Cc1ccc(CS(=O)(=O)CCC(=O)NCCCN2CCCC2)cc1
→ -3	-6	-3	0	-2	-35	-2	-0.7	5
Cn1c(=O)n(CC(=O)OCc2ccccc2)c(=O)c2c1nc1n2CCCN1C1CCCCC1
→ -6	14	-1	2	1	-18	-6	-0.14	-40
CC(=O)c1cnc(Nc2ccccc2)s1
→ -16	-8	11	-4	9	-7	1	-0.21	2
Cc1ccc(S(=O)(=O)N/N=C/c2cccn2-c2ccc(Cl)cc2)cc1
→ 0	nt	-5	-2	-4	0	4	-0.64	-4
CCC(c1nc2ccccc2c(=O)n1-c1cccnc1)N1C(=O)c2ccccc2C1=O (configuration not stated)
→ 13	-4	14	0	3	-15	0	-0.5	-5
COc1cc(OC)c(OC)cc1CNC1CCCCCC1
→ 27	-5	-2	-5	-3	-9	1	-0.36	21
Cn1c(Cn2c(=O)sc3ccccc32)nnc1SCc1ccccn1
→ 14	-11	21	1	4	-20	-4	1.3	0
COc1ccccc1C1CC(=O)NC(C)=C1C(=O)OCC(C)C (configuration not stated)
→ 4	6[fluorescence artefact?]	-6	-2	-3	-14	0	-1.1	-4
CCCCNC(=O)C(Cc1ccccc1)NS(=O)(=O)c1ccc2c(c1)c(=O)n(C)c(=O)n2C (configuration not stated)
→ 4	86*[fluorescence artefact?]	5	1	2	-10	-2	nt	-11
c1cnc(SCCCOc2ccc3ccccc3c2)nc1
→ 1	4	14	-1	1	8	4	-0.45	9
COc1ccc(-c2cc(C(F)(F)F)n3ncc(C(=O)NCC4CCCO4)c3n2)cc1OC (configuration not stated)
→ 17	nt	-20	-6	-5	-42	4	0.57	9
CC(=O)c1ccc(CCCCCCCCCC(=O)O)s1
→ nt	-3	11	6	-8	28	-4	0.1	1
Cc1ccc(/C=N/N2CCN(c3ccncc3S(=O)(=O)N3CCCCC3)CC2)cc1
→ 4	nt	-14	3	2	nt	-2	-0.95	5
CN(C)C(=O)COC(=O)c1cc(Cl)cc(Cl)c1N
→ 13	-2	0	-2	-1	2	3	1.8	-12
COc1ccccc1N1CCN(C(=O)C(OC(C)=O)c2ccccc2)CC1 (configuration not stated)
→ -3	-4	-4	2	0	-5	0	0.36	-12
O=C(NCC(O)CO)c1ccc2[nH]c3ccccc3c2c1 (configuration not stated)
→ -6	4	-11	-10	-2	1	10	0.26	8
Cc1ccc(C(=O)N/C(=C/c2ccco2)C(=O)Nc2cccc(C)c2)cc1
→ -6	1	1	5	-1	-16	-8	-0.48	-15
CS(=O)(=O)N1CCN(c2ccc(NC(=O)C(c3ccccc3)c3ccccc3)cc2)CC1
→ nt	-14	nt	-8	0	nt	7	-0.89	-2
CCn1c(=O)cc(SCC(=O)N2CCN(Cc3ccc4c(c3)OCO4)CC2)c2ccccc21
→ -34	1	16	-1	-1	-11	-2	-0.64	-6
CCOc1ccc(NS(=O)(=O)c2ccc(OCC(=O)NCCCOC)cc2)cc1
→ 13	-3	11	3	0	-8	-5	2.1	-95
COc1ccc(C(C)=O)cc1COc1ccc(-n2cnnn2)cc1
→ 11	-4	-5	-10	-2	5	13	0.4	-10
CC1(C)CC(=O)C(Sc2nnc(-c3ccc(O)cc3)n2CC2CCCO2)C(=O)C1 (configuration not stated)
→ 14	10[fluorescence artefact?]	2	-3	0	-33	2	-0.14	-5
CCNC(=S)NNC(=O)c1csc2c1CCC(C)C2 (configuration not stated)
→ -12	nt	-12	-4	3	6	7	2.4	8
O=C(NC(NCc1ccccn1)(C(F)(F)F)C(F)(F)F)c1ccco1
→ -22	-11	10	-3	-2	-3	2	0.26	-83
COC(=O)c1[nH]c2ccc(Cl)cc2c1NC(=O)CCN1CCN(C2CCCCC2)CC1
→ -32	-6	-7	-3	0	-4	3	1.2	-25
Cc1cc(/C=C2/NC(=O)NC2=O)c(C)n1-c1sc2c(c1C#N)CCCC2
→ -12	nt	25	-16	-1	0	18	0.11	1
O=c1cc(Nc2ccc3c(c2)OCO3)[nH]c(=O)n1-c1ccc(Br)cc1
→ 1	-13[fluorescence artefact?]	-11	2	0	0	-7	-0.19	-18
COCCCNC(=O)c1c(NC(=O)c2cccs2)sc2c1CCCC2
→ -30	5[fluorescence artefact?]	8	3	-12	-4	-1	-2	-17
Cn1cccc1-c1nc2ccc(NC(=O)c3ccc([N+](=O)[O-])cc3)cc2[nH]1
→ 14	14	9	0	2	-23	-2	-1.8	22
CN(C)c1ccc(-c2nn3c(-c4ccccc4Cl)nnc3s2)cc1
→ -25	72*[fluorescence artefact?]	21	7	3	50	-10	-0.57	-11
CCOc1c(OC(C)=O)ccc(/C=C2\N=C(SCC)SC2=O)c1[N+](=O)[O-]
→ 11	nt	10	0	0	-17	4	-0.86	-4

# Taken from above.
# Result for Cn1c(Cl)c(C(=O)Nc2ccccc2)c2ccccc21 in HUVEC tox IL1B: -8
# Result for CCn1c(=O)cc(SCC(=O)N2CCN(Cc3ccc4c(c3)OCO4)CC2)c2ccccc21 in cytoskel mod: -34
# Result for COC(=O)c1[nH]c2ccc(Cl)cc2c1NC(=O)CCN1CCN(C2CCCCC2)CC1 in PTPN22 act: -3

# New compounds follow.
# Under each structure: cytoskel mod	ERa coact inh	VCAM1 TNFa inh	PTPN22 act	FAK inh	TNFa cytotox	LYP inh 2	Pyk2 oligo antag	HUVEC tox IL1B
COc1ccc(Sc2nc3ccccc3n3c(C(F)(F)F)nnc23)cc1
→ 15	nt	1	-4	-5	-31	0	0.6	1
COC(=O)c1ccc(NC(=O)N2CCC(O)(c3cccnc3)CC2)cc1
→ -10	-11	-8	23	-10	1	-20	0.68	-5
CCC1S/C(=N/C(=O)NC2CCCCC2)NC1=O (configuration not stated)
→ -20	-35	-2	-1	1	-2	-2	-0.36	13
Cc1ccc2nc(Cc3ccc(N)cc3)oc2c1
→ 10	-15	25	4	0	6	-4	0.31	-3
CCC(c1nnnn1Cc1ccccc1)N(Cc1cc2cc(OC)ccc2[nH]c1=O)CC1CCCO1 (configuration not stated)
→ -2	4	0	-1	4	3	-2	-0.24	-18
Cc1ccc(C)c(NC(=O)CS(=O)(=O)c2cn(C)c3ccccc23)c1
→ 13	-4	-2	2	-3	-9	0	0.26	-7
Cc1ccc2oc(=O)n(CC(=O)OC(C)C)c2c1
→ 3	-8	0	1	-2	-12	-2	0.17	8
Cc1ccc(C(=O)Nc2cc(C)c(OCC(=O)N3CCOCC3)c(C)c2)cc1
→ -4	-2	-2	-2	2	-5	4	0.09	-15
CCOC(=O)c1ccc(NC(=O)CSC2=NC(=O)C(CC)C(=O)N2)cc1 (configuration not stated)
→ 20	0	-9	5	0	-10	-9	0.63	-10
Cc1csc(N(C(=O)c2cccc(S(=O)(=O)N3CCCC3)c2)c2ccccc2)n1
→ nt	-1	-3	23	1	-33	-28	-0.24	-17

# 3 entries from above, ordered by the value under FAK inh, rising.
compound	FAK inh
Cc1ccc(C)c(NC(=O)CS(=O)(=O)c2cn(C)c3ccccc23)c1	-3
O=C(NCC(O)CO)c1ccc2[nH]c3ccccc3c2c1 (configuration not stated)	-2
CC(=O)c1cnc(Nc2ccccc2)s1	9
